NPY-Y1 PAM-ag: human NPY-Y1 potentiation or agonism, primary screen; NPY-Y1 expressing cells, potentiator/agonist activation; activation, % at 3.6 µM; 0.37% of 220,000 active; in the data active = activation above about 33%, passing the limit was not always enough;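 also: cells stimulated with NPY at EC10 then isoproterenol at EC100; 0% = low agonist plus stimulus and 100% = saturating agonist plus stimulus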
TRPML3 ag: human mucolipin-3 channel agonism; Q8TDD5; HEK293 TRPML3-YFP, Fluo-8 calcium fluorescence; 100% = the carbachol control signal; activation, % at 3 µM; 0.29% of 220,000 active; AID 1448;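 active = activation above its plate's cutoff, the mean activation of the plate's test wells plus 3 SD, cut at about 12% in these data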;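 also: 0% = DMSO only wells and 100% = carbachol wells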
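Test system: HEK293 cells stably carrying human TRPML3-YFP; Doses: single dose, 3 µM final nominal compound, 0.3% DMSO final; Schedule: dye loading 1 h 37 °C then 30 min ambient, 125 s read; Technique: Fluo-8 calcium fluorescence; Benchmarks: high control carbachol 87 µM, low control DMSO.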
S1P4 antag: human S1P4 receptor antagonism. O95977. S1P4-expressing cells, antagonist mode, reporter read-out. inhibition, % at 4.98 µM. 0.26% of 220,000 active; in the data active = inhibition above about 29%;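 also: 0% = wells stimulated with agonist and 100% = vehicle wells without agonist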
Target sequence (O95977 whole entry, looked up): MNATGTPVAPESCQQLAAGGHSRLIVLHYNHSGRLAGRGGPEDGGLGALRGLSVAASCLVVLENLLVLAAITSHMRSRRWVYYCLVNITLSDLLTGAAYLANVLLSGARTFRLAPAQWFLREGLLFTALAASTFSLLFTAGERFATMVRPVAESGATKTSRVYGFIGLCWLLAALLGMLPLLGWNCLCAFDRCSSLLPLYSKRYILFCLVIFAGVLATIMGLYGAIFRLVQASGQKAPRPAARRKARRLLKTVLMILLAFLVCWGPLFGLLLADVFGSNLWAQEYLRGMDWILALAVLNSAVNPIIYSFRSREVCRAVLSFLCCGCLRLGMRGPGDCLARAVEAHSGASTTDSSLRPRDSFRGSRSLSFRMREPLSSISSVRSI
NPY-Y1 antag: antagonists of human neuropeptide Y receptor Y1 | P25929 | HEK293-CNG Y1 cells, membrane potential fluorescence; NPY at EC95, then isoproterenol | inhibition, % at 3.6 µM | 1% of 200,000 active;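 active = inhibition above the campaign mean inhibition of all tested compounds plus 3 SD, cut at about 20% in these data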;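 also: 0% = DMSO wells given NPY plus isoproterenol and 100% = isoproterenol alone without NPY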
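Material: HEK293 cells co-expressing NPY Y1 receptor and cyclic-nucleotide gated channel. Timing: compound incubation 1 h at room temperature, readout 45 min post-stimulation. Signal: fluorescence, membrane potential probe.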
zfTRPN1 agonist: zebrafish TRPN1 (NompC) channel agonism; HEK293 zebrafish TRPN1-YFP, Fluo-8 calcium fluorescence; 100% = response to 87 µM carbachol; activation, % at 3 µM; 0.18% of 220,000 active;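 active = activation above its plate's cutoff, the mean activation of test wells on that plate plus 3 SD, cut at about 19% in these data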;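 also: 0% = DMSO alone and 100% = 87 µM carbachol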
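Assay system: Zebrafish TRPN1-YFP in HEK293 cells | Incubation: Dye loading 1 h at 37 °C, then 30 min room temperature | Measured by: Kinetic Fluo-8 fluorescence, ex 470-495, em 515-575 nm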
NPY-Y2 PAM-ag: potentiates or activates human NPY-Y2 receptor; P49146; cells expressing NPY-Y2, potentiator/agonist read-out; activation, % at 3.6 µM; 0.45% of 220,000 active; AID 1359; in the data active = activation above about 27%;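 also: cells stimulated with NPY near EC25 plus isoproterenol at EC100; 0% = vehicle plus submaximal agonist and 100% = vehicle plus saturating agonist; some results beyond the cut were filed as inactive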
EP2 mod: modulators of human EP2 prostaglandin E2 receptor. P43116. EP2-expressing cells, cAMP HTRF FRET, PGE2 co-stimulation. induction, % at 25 µM. 0.83% of 260,000 active. AID 940;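 active = compounds whose cAMP rise, as percent of the full-agonist control response, exceeds 60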;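 also: rat C6 glioma line stably carrying human EP2 under a CMV promoter; the protocol text gives 20 µM as final concentration; 100% = response of wells given 1 µM PGE2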
Target sequence (P43116 whole entry, looked up): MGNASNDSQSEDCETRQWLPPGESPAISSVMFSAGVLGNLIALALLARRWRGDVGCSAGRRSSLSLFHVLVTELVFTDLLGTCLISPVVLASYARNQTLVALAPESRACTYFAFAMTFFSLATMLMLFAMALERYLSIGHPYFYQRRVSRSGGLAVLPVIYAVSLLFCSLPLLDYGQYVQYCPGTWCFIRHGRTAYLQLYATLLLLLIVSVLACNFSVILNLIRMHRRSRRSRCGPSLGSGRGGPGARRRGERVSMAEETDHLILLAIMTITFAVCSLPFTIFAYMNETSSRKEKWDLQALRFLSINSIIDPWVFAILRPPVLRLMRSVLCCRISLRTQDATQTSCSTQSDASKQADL
CHOP inhibitor: CHOP inhibition in unfolded protein response | CHO-K1 CHOP-promoter luciferase, tunicamycin-induced, 15-18 h | inhibition, % at 10 µM | 3.8% of 220,000 active | AID 2732;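 active = compounds that reduced the stress-induced luciferase reporter signal by more than about 70% of percent inhibition, limit read from the data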;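 also: 0% = tunicamycin plus vehicle and 100% = wells without tunicamycin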
S1P4 agonist: agonists of human S1P4 receptor; O95977; S1P4-expressing cell line, agonist reporter assay; activation, % at 4.98 µM; 0.35% of 220,000 active; AID 1509; in the data active = activation above about 11%;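 also: 0% = DMSO vehicle and 100% = reference agonist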
Numbers without * were called inactive; & = joins results of further samples.

Screening COc1ccc(Cn2c(O)c(/C=N/NC(=O)c3cccnc3)c3ccccc3c2=O)cc1 returned NPY-Y1 PAM-ag 2, TRPML3 ag 1.3, S1P4 antag 9, NPY-Y1 antag -2, zfTRPN1 agonist 2.5, NPY-Y2 PAM-ag -2, EP2 mod 14, CHOP inhibitor 49 and S1P4 agonist -0.1.
`N#CCCn1nc(-c2ccccc2)cc1-n1c(C(F)(F)F)nc2ccccc21` gave NPY-Y1 PAM-ag 42, TRPML3 ag 0.3, S1P4 antag 2, NPY-Y1 antag 3, zfTRPN1 agonist -0.2, NPY-Y2 PAM-ag 4, EP2 mod 35, CHOP inhibitor 49 and S1P4 agonist 0.0.
`Cc1ccc(C)c(OCC(=O)Nn2c(C)nc3ccccc3c2=O)c1` gave NPY-Y1 PAM-ag -38, TRPML3 ag -0.5, S1P4 antag -27, NPY-Y1 antag 11, zfTRPN1 agonist -0.5, NPY-Y2 PAM-ag -52, EP2 mod 27, CHOP inhibitor 36 and S1P4 agonist 0.8.
Screening CC12CCC(c3nnc(SCC(=O)Nc4cccc5ccccc45)nc31)C2(C)C (stereo not drawn) returned NPY-Y1 PAM-ag -2, TRPML3 ag -0.9, S1P4 antag -16, NPY-Y1 antag 6, zfTRPN1 agonist -1.7, NPY-Y2 PAM-ag 1, EP2 mod 10, CHOP inhibitor 12 and S1P4 agonist 0.3.
For CCC(=O)Nc1ccccc1C(=O)OCC(=O)c1cccc2ccccc12 the results were NPY-Y1 PAM-ag -1, TRPML3 ag 0.1, S1P4 antag -12, NPY-Y1 antag 12, zfTRPN1 agonist 1.0, NPY-Y2 PAM-ag -8, EP2 mod -8, CHOP inhibitor 56 and S1P4 agonist -0.1.
O=C(N/C(=C\c1cccc([N+](=O)[O-])c1)C(=O)N1CCCCC1)c1cccs1 was read as NPY-Y1 PAM-ag -1, TRPML3 ag 0.6, S1P4 antag -35, NPY-Y1 antag 7, zfTRPN1 agonist 3.1, NPY-Y2 PAM-ag -7, EP2 mod -10, CHOP inhibitor 8 and S1P4 agonist -0.3.
Screening CN(CCC#N)C(=S)Nc1ccc(F)cc1 returned NPY-Y1 PAM-ag 13, TRPML3 ag 0.4, S1P4 antag 16, zfTRPN1 agonist 0.7, NPY-Y2 PAM-ag -7, EP2 mod 18, CHOP inhibitor -6 and S1P4 agonist 0.2.
For O=C(NCc1ccc2c(c1)OCO2)c1ccc2c(c1)OCCO2 the results were NPY-Y1 PAM-ag -2, TRPML3 ag 0.3, S1P4 antag -20, NPY-Y1 antag 7, zfTRPN1 agonist 0.3, NPY-Y2 PAM-ag -8, EP2 mod -10, CHOP inhibitor -13 and S1P4 agonist -0.4.
Cc1cc(NC(=O)c2ccc3c(c2)OCO3)ccc1NC(=O)c1ccco1 was read as NPY-Y1 PAM-ag -30, TRPML3 ag 0.2, S1P4 antag -10, NPY-Y1 antag -6, zfTRPN1 agonist 2.2, NPY-Y2 PAM-ag -15, EP2 mod -5&13, CHOP inhibitor -12 and S1P4 agonist -0.8.
`COc1ccccc1CC(=O)Nc1ccccc1O` gave NPY-Y1 PAM-ag 9, TRPML3 ag 0.6, S1P4 antag -3, NPY-Y1 antag 2, zfTRPN1 agonist -0.1, NPY-Y2 PAM-ag 3, EP2 mod 3, CHOP inhibitor 17 and S1P4 agonist 2.3.
Screening O=[N+]([O-])c1ccc(C2NS(=O)(=O)N=C3CCCCCN32)cc1 (stereo not drawn) returned NPY-Y1 PAM-ag -16, TRPML3 ag -0.4, S1P4 antag 5, zfTRPN1 agonist 0.2, NPY-Y2 PAM-ag -9, EP2 mod -13, CHOP inhibitor 10 and S1P4 agonist 2.2.
For COC(=O)C(Cc1ccc(O)cc1)NC(=O)c1ccccc1 (stereo not drawn) the results were NPY-Y1 PAM-ag 11, TRPML3 ag 0.5, S1P4 antag 2, NPY-Y1 antag 0, zfTRPN1 agonist -0.5, NPY-Y2 PAM-ag 15, EP2 mod -11, CHOP inhibitor -20 and S1P4 agonist -0.4.

3 consecutive entries from above, quoted:
Screening COc1ccc(Cn2c(O)c(/C=N/NC(=O)c3cccnc3)c3ccccc3c2=O)cc1 returned NPY-Y1 PAM-ag 2, TRPML3 ag 1.3, S1P4 antag 9, NPY-Y1 antag -2, zfTRPN1 agonist 2.5, NPY-Y2 PAM-ag -2, EP2 mod 14, CHOP inhibitor 49 and S1P4 agonist -0.1.
`N#CCCn1nc(-c2ccccc2)cc1-n1c(C(F)(F)F)nc2ccccc21` gave NPY-Y1 PAM-ag 42, TRPML3 ag 0.3, S1P4 antag 2, NPY-Y1 antag 3, zfTRPN1 agonist -0.2, NPY-Y2 PAM-ag 4, EP2 mod 35, CHOP inhibitor 49 and S1P4 agonist 0.0.
`Cc1ccc(C)c(OCC(=O)Nn2c(C)nc3ccccc3c2=O)c1` gave NPY-Y1 PAM-ag -38, TRPML3 ag -0.5, S1P4 antag -27, NPY-Y1 antag 11, zfTRPN1 agonist -0.5, NPY-Y2 PAM-ag -52, EP2 mod 27, CHOP inhibitor 36 and S1P4 agonist 0.8.

Continuation.
For CC(NC(=O)C1CCN(S(=O)(=O)c2cnc[nH]2)CC1)c1ccccc1 (stereo not drawn) the results were NPY-Y1 PAM-ag -11, TRPML3 ag -0.7, S1P4 antag -10, NPY-Y1 antag 2, zfTRPN1 agonist -0.1, NPY-Y2 PAM-ag -2, EP2 mod 11, CHOP inhibitor 22 and S1P4 agonist -1.0.
Screening O=C1C2C3C=CC(C3)C2C(=O)N1c1n[nH]c(CCc2ccccc2)n1 (stereo not drawn) returned NPY-Y1 PAM-ag -7, TRPML3 ag 0.0, S1P4 antag -3, NPY-Y1 antag -3, zfTRPN1 agonist 0.1, NPY-Y2 PAM-ag 10, EP2 mod 10, CHOP inhibitor 9 and S1P4 agonist -1.8.
`CCNC(=O)CN(c1ccc(Br)c(C)c1)S(C)(=O)=O` gave NPY-Y1 PAM-ag -6, TRPML3 ag 0.0, S1P4 antag 15, NPY-Y1 antag -3, zfTRPN1 agonist -1.3, NPY-Y2 PAM-ag 5, EP2 mod -9, CHOP inhibitor -6 and S1P4 agonist -1.1.
For O=C(Nn1c(-c2ccc(Br)cc2)nc2ccccc2c1=O)c1ccc([N+](=O)[O-])cc1 the results were NPY-Y1 PAM-ag 12, TRPML3 ag 0.7, S1P4 antag -19, NPY-Y1 antag -6, zfTRPN1 agonist 2.0, NPY-Y2 PAM-ag 23, EP2 mod 5, CHOP inhibitor 37 and S1P4 agonist -0.4.
CCN(C(=O)CSc1nnc(Nc2ccccc2)s1)C1CCS(=O)(=O)C1 (stereo not drawn) was read as NPY-Y1 PAM-ag 2, TRPML3 ag -0.4, S1P4 antag -14, NPY-Y1 antag 1, zfTRPN1 agonist -0.3, NPY-Y2 PAM-ag 8, EP2 mod -4, CHOP inhibitor -13 and S1P4 agonist 0.8.
CC(C)C(NC(=O)OCc1ccccc1)C(=O)NCC(=O)OC(C)(C)C (stereo not drawn) was read as NPY-Y1 PAM-ag 3, TRPML3 ag 0.7, S1P4 antag 1, NPY-Y1 antag 8, zfTRPN1 agonist 0.1, NPY-Y2 PAM-ag -5, EP2 mod -25, CHOP inhibitor 13 and S1P4 agonist -0.6.
Cc1ccc(C(=O)Cn2nnc3ccccc32)cc1 was read as NPY-Y1 PAM-ag -13, TRPML3 ag -0.1, S1P4 antag -5, NPY-Y1 antag 3, zfTRPN1 agonist -0.5, NPY-Y2 PAM-ag 1, EP2 mod 5, CHOP inhibitor -13 and S1P4 agonist 0.2.
`CCOC(=O)C(C(=O)OCC)C1OC(=O)c2cc3c(cc21)C(=O)OC3C(C(=O)OCC)C(=O)OCC` (stereo not drawn) gave NPY-Y1 PAM-ag -4, TRPML3 ag 0.7, S1P4 antag -2, NPY-Y1 antag -3, zfTRPN1 agonist -0.6, NPY-Y2 PAM-ag -3, EP2 mod -10, CHOP inhibitor -70 and S1P4 agonist -1.4.
For Cn1[nH]c(C(F)(F)F)c(C=Nc2ccc(Cl)cc2)c1=O the results were NPY-Y1 PAM-ag 6, TRPML3 ag -0.2, S1P4 antag 11, NPY-Y1 antag 0, zfTRPN1 agonist 0.5, NPY-Y2 PAM-ag 3, EP2 mod 42, CHOP inhibitor 2 and S1P4 agonist 0.1.
For Cc1ccc(Oc2nnc(-c3ccccc3)cc2C#N)cc1 the results were NPY-Y1 PAM-ag -29, TRPML3 ag -0.3, S1P4 antag -6, NPY-Y1 antag 1, zfTRPN1 agonist 1.2, NPY-Y2 PAM-ag 7, EP2 mod 18, CHOP inhibitor 41 and S1P4 agonist -4.2.
`CCn1c(SCC(=O)N2CCOCC2)nc2c(c1=O)SC(C)C2` (stereo not drawn) gave NPY-Y1 PAM-ag 7, TRPML3 ag -0.3, S1P4 antag -24, NPY-Y1 antag 4, zfTRPN1 agonist -1.4, NPY-Y2 PAM-ag -3, EP2 mod 36, CHOP inhibitor -7 and S1P4 agonist 0.9.
For CCOc1cc2c3c(c1)C(C)=CC(C)(C)N3C(=O)C2=O the results were NPY-Y1 PAM-ag 4, TRPML3 ag -0.2, S1P4 antag -29, NPY-Y1 antag 17, zfTRPN1 agonist -1.4, NPY-Y2 PAM-ag -6, EP2 mod 10, CHOP inhibitor -17 and S1P4 agonist 2.1.
`CCCn1nc(NC(=O)CC(C)C)c2cc3ccccc3nc21` gave NPY-Y1 PAM-ag 13, TRPML3 ag 0.1, S1P4 antag -12, NPY-Y1 antag 7, zfTRPN1 agonist 0.6, NPY-Y2 PAM-ag -3, EP2 mod -3, CHOP inhibitor 24 and S1P4 agonist 2.1.
Screening COc1ccc(NC(=O)CSc2ncnc3c2nnn3-c2ccc(F)cc2)c(OC)c1 returned NPY-Y1 PAM-ag -2, TRPML3 ag 0.2, S1P4 antag 0, NPY-Y1 antag 1, zfTRPN1 agonist 2.3, NPY-Y2 PAM-ag -10, EP2 mod -39, CHOP inhibitor 1 and S1P4 agonist -2.2.
`Cc1ccc(C(C)C)c(OCc2ccc(C(=O)N/N=C/c3ccc(O)cc3O)cc2)c1` gave NPY-Y1 PAM-ag -5, TRPML3 ag -0.4, S1P4 antag -7, NPY-Y1 antag -5, zfTRPN1 agonist -0.4, NPY-Y2 PAM-ag 5, EP2 mod -2, CHOP inhibitor 52 and S1P4 agonist -0.7.
`CCN(C(=O)CSc1nnc2ccccn12)C1CCS(=O)(=O)C1` (stereo not drawn) gave NPY-Y1 PAM-ag 11, TRPML3 ag 0.6, S1P4 antag -2, NPY-Y1 antag 4, zfTRPN1 agonist -0.7, NPY-Y2 PAM-ag -2, EP2 mod 39, CHOP inhibitor 2 and S1P4 agonist 0.6.
`Cc1ccccc1CN(C)CC(=O)Nc1c(C)cccc1C(C)C` gave NPY-Y1 PAM-ag 3, TRPML3 ag -0.2, S1P4 antag -6, NPY-Y1 antag 7, zfTRPN1 agonist -2.5, NPY-Y2 PAM-ag -8, EP2 mod 33, CHOP inhibitor 29 and S1P4 agonist 2.9.
